Cneo AK release: Cryptococcus neoformans cell lysis inducers, primary screen, AK release luminescence, single concentration; AID 651654, 2012; C. neoformans lysis, adenylate kinase release luminescence, 4 h; normalised: neutral wells 0, clomiphene wells 100; lysis activity, % at 15 µM; actives 0.2% (n = 360,000);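 active = mean lysis activity across replicates of at least 80%, whatever share of replicates individually reach that level; inactive = mean lysis activity below 80%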
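Assay system: C. neoformans cells. Amount: yeast cell density of 5 × 10^6 cells/mL. Technique: AK luminescence. Buffer or medium: YPD. Times: static 4 h at 37 °C with compound, 1 h detection. Dosing: single-point compound dose. Read-out: lysis from increased AK signal.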
PGC1a acetyl inh: inhibitors of PGC1a acetylation signal, primary screen, cell-based, U2OS, AlphaScreen, inhibitor mode; AlphaScreen anti-acetyl-lysine; with virally co-expressed GCN5 acetyltransferase; inhibition, % at 15.6 µM; actives 0.17% (n = 350,000);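 active = every replicate shows inhibition of at least 40%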;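 also: 0% = neutral control wells and 100% = positive control wells; some results beyond the cut were filed as inactive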
EWS-Fli inh: EWS/Fli-driven NR0B1 reporter inhibitors, primary screen, A673 cells, NR0B1 luciferase, luminescence, MLPCN library; viability-normalised; inhibition, % at 12.6 µM; actives 0.67% (n = 350,000); AID 651661, 2012;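 active = mean inhibition of at least 50% after viability correction, with every replicate also passing that limit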;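 also: firefly luciferase signal divided by Alamar Blue viability fluorescence both relative to DMSO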
PAX8 reporter: inhibitors of PAX8-driven TPO luciferase reporter, primary screen, RMG-I cells, single concentration; SteadyGlo, 24 h; inhibition, % at 12.6 µM; actives 1.2% (n = 360,000); AID 652154, 2013;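 active = mean replicate inhibition at least 60% with every replicate also reaching 60%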;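 also: luciferase light reporting Pax8 driven TPO promoter activity; plate controls were median of neutral control wells for no effect and mitoxantrone controls for full effect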
CASP6 VEID inh: human caspase-6 inhibitors, primary screen, biochemical, VEID-R110 fluorescence, single point, set 2; P55212; purified caspase-6, Z-VEID-R110 cleavage fluorescence; inhibition, % at 12.5 µM; actives 0.53% (n = 350,000); AID 686996, 2013;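 active = mean inhibition across replicates at least about 35%, with every replicate also reaching that limit, limit read from the data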;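 also: 0% = median of neutral control wells and 100% = no fluorescence left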
Target sequence (P55212 24-179 limits assumed): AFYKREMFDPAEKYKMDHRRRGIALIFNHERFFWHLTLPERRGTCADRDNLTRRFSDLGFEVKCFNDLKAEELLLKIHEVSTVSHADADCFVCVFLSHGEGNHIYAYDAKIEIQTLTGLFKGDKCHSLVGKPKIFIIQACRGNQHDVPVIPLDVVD
Target sequence (P55212 194-293 limits assumed): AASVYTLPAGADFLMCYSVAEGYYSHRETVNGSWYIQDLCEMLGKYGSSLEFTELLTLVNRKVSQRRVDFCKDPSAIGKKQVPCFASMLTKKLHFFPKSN
miR122 inh: miR-122 Renilla sensor signal increase in Huh7, primary screen, miR-122 inhibitor project, cell-based, single point, plate reader. actives 0.3% (n = 340,000). AID 602342, 2012. Huh7 miR-122 Renilla luciferase sensor, 48 h; neutral wells = 0, positive control = 100. activation (reporter increase), % at 12.5 µM;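 active = mean replicate activation score at least 90 and every replicate individually at or above 90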;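 also: higher luciferase means less miR-122 activity so hits act as miR-122 inhibitors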
LGR2 inh: inhibitors of bursicon-induced LGR2 CRE-luciferase signal, primary screen, cell-based, HEK293, CRE-luciferase reporter, bursicon stimulation. Drosophila bursicon receptor LGR2 (rickets). bursicon-stimulated, 4 h. inhibition, % at 9.99 µM. actives 0.35% (n = 380,000);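 active = drop in luminescence signal, shown as inhibition above about 50% in the replicate tests, limit read from the data, passing the limit was not always enough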;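 also: agonist challenge used bursicon conditioned medium at about half maximal strength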
FN deposit inh: inhibitors of fibronectin matrix deposition, primary screen, AH1F cells, Alexa488-fibronectin fluorescence, plate reader; AH1F fibroblasts, overnight; inhibition, % at 12.6 µM; actives 0.086% (n = 350,000); AID 743247, 2014;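 active = mean inhibition across replicates of 30% or more, regardless of how many single replicates reach that level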;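 also: positive control wells lacked labelled fibronectin entirely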
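Assay system: AH1F fibroblasts / Quantity: 10000 cells per well / Medium: DMEM plus 2% serum, read in PBS / Reagent: labelled fibronectin 24 nM / Dosing: single dose, pinned / Times: 1 h cell attachment, overnight exposure to compound and label / Signal: fluorescence, ex 485 nm, em 525 nm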
* = called active by the depositor; . = not tested or not shown; & = joins results of further samples; [ ] = remark or other dose.

SMILES	Cneo AK release	PGC1a acetyl inh	EWS-Fli inh	PAX8 reporter	CASP6 VEID inh	miR122 inh	LGR2 inh	FN deposit inh
O=C(NC1CCCCCC1)c1c(F)c(F)c(F)c(F)c1F	0	2	.	-24	.	5	.	-4
O=C(OCc1c(Cl)cccc1Cl)c1cccnc1Cl	-1	-11	.	-5	.	-2	.	-1
CCCC#Cc1ccc2c(c1)O[C@@H](CN(C)CC1CC1)[C@@H](C)CN([C@H](C)CO)S2(=O)=O	6	-41	-2	.	3	-1[16.7 µM]	-2	.
COc1cccc(CNC(=O)C[C@H]2CC[C@@H](NC(C)=O)[C@H](CO)O2)c1	55	-19	-12	8	-4	0[16.7 µM]	5	-11
COc1cc(/C=C/C(=O)O)cc(S(=O)(=O)NC2CCCC2)c1OC	.	5	2	6	-1	1	-3	5
COc1ccc(-c2ccc([C@H]3[C@@H](CO)N4C(=O)CN(Cc5ccccc5)C[C@@H]34)cc2)cc1	.	-4	1	-17	4	.	-14	-7
CO[C@H]1CN(C)C(=O)c2cc(NC(=O)Nc3ccc(C(F)(F)F)cc3)ccc2OC[C@H](C)NC[C@H]1C	47	3	15	.	-7	.	18	27
CCOc1ccc(NC(C)=O)cc1N	-4	8	-8	.	3	2	-15	.
COc1ccc(S(=O)(=O)N[C@@H]2CC[C@H](CCn3cc(-c4cccc(F)c4)nn3)O[C@@H]2CO)cc1	1	-4	9	8	-1	.	1	.
CC(=O)/C(N=Nc1ccc(-n2ccc(C(F)(F)F)n2)cc1)=C(\C)O	8	-8	-8	21	-1	3	-13	4
Cc1ccc(C)c(NC(=O)CN(C)C(=O)c2oc3c(Cl)cccc3c2C)c1	7	-13	-8	-3	-4	-4	4	0
CC(C)NC(=O)N1CCCCN2[C@H](C1)[C@H](c1ccc(C#Cc3ccccc3)cc1)[C@@H]2CO	0	1	2	44	2	-7[16.7 µM]	4	.

Copied from the list.
EWS-Fli inh, CCCC#Cc1ccc2c(c1)O[C@@H](CN(C)CC1CC1)[C@@H](C)CN([C@H](C)CO)S2(=O)=O is entered as -2
CASP6 VEID inh, COc1cc(/C=C/C(=O)O)cc(S(=O)(=O)NC2CCCC2)c1OC is entered as -1
LGR2 inh, COc1cccc(CNC(=O)C[C@H]2CC[C@@H](NC(C)=O)[C@H](CO)O2)c1 is entered as 5

The list continues:
SMILES	Cneo AK release	PGC1a acetyl inh	EWS-Fli inh	PAX8 reporter	CASP6 VEID inh	miR122 inh	LGR2 inh	FN deposit inh
O=S(=O)(c1cccc(F)c1)N1[C@@H]2CNC[C@H]1C2c1ccc(-c2ccccc2)cc1 (some centres not stated)	.	-41&7	47	-10	2&0	.	-2&2	1&-4
Cn1cc(S(=O)(=O)c2ccccc2)c(=O)c2cc(Cl)ccc21	1	7	.	-12	-5	1	10	-12
C[C@@H]1CCCCO[C@H](CN(C)S(=O)(=O)c2cn(C)cn2)[C@@H](C)CN([C@@H](C)CO)C(=O)c2cc(NC(=O)C3CCCCC3)ccc2O1	-1	.	0	-8	-1	11[16.7 µM]	-14	.
CCCC(=O)N1CCN(c2ccc(NC(=O)c3cccs3)cc2Cl)CC1	.	.	6	2	4	.	3	-1
COc1cccc(CNC(=O)CCNC(=O)c2ccccc2OC)c1	2	-18	.	8	0	-6	10	7
O=C1[C@H]2[C@H](ON3CCCC[C@H]23)C(=O)N1c1ccc(Cl)cc1	.	.	1	7	-2	.	10	4
CC(=O)NN1CCc2cc3ccc(C)cc3nc21	1	.	10	19	1	0	-39	0
O=C(NC1CCCC1)N[C@H]1CC[C@H](CC(=O)N2CCOCC2)O[C@H]1CO	-3	8	6	5	-1	-6[16.7 µM]	-7	.
COC(=O)c1ccc(C)c(NC(=S)NCc2ccc(Cl)cc2)c1	1	3	.	-14	.	9	6	3
COc1ccc(/C(O)=C2/C(=O)C(=O)N(CCCN3CCOCC3)C2c2ccc(C)cc2)cc1 (configuration not stated)	0	-12	10	-12	4	-2	1	2
CCOc1ccc(NC(=O)CN(C)C(=O)C2CC(=O)N(CCc3ccc(OC)c(OC)c3)C2)cc1OCC (configuration not stated)	3	.	1	11	-1	.	0	13
COc1ccc(NC(=O)Nc2ccc3c(c2)C(=O)N([C@@H](C)CO)C[C@H](C)[C@@H](CN(C)Cc2ccccc2)O3)cc1	3	-9	2	-4	-2	1[16.7 µM]	-24	.

Arranged by SMILES length (descending): three of the compounds above
SMILES	Cneo AK release	PGC1a acetyl inh	EWS-Fli inh	PAX8 reporter	CASP6 VEID inh	miR122 inh	LGR2 inh	FN deposit inh
CCOc1ccc(NC(=O)CN(C)C(=O)C2CC(=O)N(CCc3ccc(OC)c(OC)c3)C2)cc1OCC (configuration not stated)	3	.	1	11	-1	.	0	13
CCCC(=O)N1CCN(c2ccc(NC(=O)c3cccs3)cc2Cl)CC1	.	.	6	2	4	.	3	-1
Cn1cc(S(=O)(=O)c2ccccc2)c(=O)c2cc(Cl)ccc21	1	7	.	-12	-5	1	10	-12

(more compounds)
SMILES	Cneo AK release	PGC1a acetyl inh	EWS-Fli inh	PAX8 reporter	CASP6 VEID inh	miR122 inh	LGR2 inh	FN deposit inh
CC(C)(C)OC(=O)N1CCCC(C(=O)Nc2ccc(C(=O)N3CCCCC3)cc2)C1 (configuration not stated)	10	.	3	-6	-3	7	7	-10
COC(=O)c1cn(NC(=O)c2cc([N+](=O)[O-])ccc2F)c(=O)c2ccccc12	.	.	1	42	0	.	17	-4
COCC#Cc1cnc2c(c1)C(=O)N([C@H](C)CO)C[C@H](C)[C@H](CN(C)C(=O)c1ccc3c(c1)OCO3)O2	-1	-8	5	.	-2	-6[16.7 µM]	-8	.
CCNC(=O)N(CC)C[C@H]1N[C@@](Cc2ccccc2)(C(=O)OC)[C@H]2C(=O)N(Cc3ccccc3)C(=O)[C@@H]12	-2	6	-6	21	0	-2	1	6
COC(=O)c1cc(Br)ccc1N(Cc1cc(OC)cc(OC)c1)S(C)(=O)=O	-2	-18	-6	-2	3	-5	-5	2
CCOC(=O)CC1CCCCN1C(=O)CCCn1nnnc1CN1CCOCC1 (configuration not stated)	1	.	2	11	-142	-5	-8	.
Cc1noc(C)c1S(=O)(=O)Nc1ccc2c(c1)C(=O)N([C@@H](C)CO)C[C@@H](C)[C@H](CN(C)S(=O)(=O)c1c(C)noc1C)OCCCC[C@H](C)O2	-8	-3	0	-32	2	-3[16.7 µM]	10	-3
C/C(=N\Nc1ccc(Cl)nn1)c1ccccc1O	3	8	4	52	1	-5	-3	2
CCOc1ccc(CCNC(=O)COC(=O)/C=C/c2cccc(OC)c2)cc1OCC	-3	.	-1	-6	0	0	-14	-3
CC1CCCCN1S(=O)(=O)c1ccc(C(=O)Nc2nnc(-c3ccncc3)o2)cc1 (configuration not stated)	.	.	18	22	4	.	9	.
COCC1CCCN(C(=O)c2ccc3oc(C(C)C)nc3c2)C1 (configuration not stated)	1	.	-8	.	-1	2	8	8
O=C(Cc1cccs1)Nc1ccc2c(c1)C(=O)OC2	.	4	-10	.	1	-7	-16	.
CO[C@@H]1CN(C)C(=O)c2ccc(NC(=O)c3nc4ccccc4s3)cc2OC[C@@H](C)N(Cc2cccnc2)C[C@@H]1C	0	5	-17	44	.	-14[16.7 µM]	25	-3
Cc1ccnc(NC(=O)c2ccccc2[N+](=O)[O-])c1	-5	-5	.	-9	.	0	.	.
O=C(COC(=O)Cc1ccc(Cl)cc1)Nc1c(F)cccc1F	3	-3	4	-10	-1	5	-10	-2
C[C@@H]1CCCCO[C@@H](CN(C)C(=O)c2ccncc2)[C@H](C)CN([C@H](C)CO)C(=O)c2cc(NS(=O)(=O)c3ccc(F)cc3)ccc2O1	-2	-4	-3	9	-4	2[16.7 µM]	9	0
CC(=O)Nc1ccc(Nc2ncnc3c2cnn3-c2ccc(C)cc2C)cc1	-2	-131	.	41	.	1	.	2
CCOC(=O)c1ccc(NC(=O)CSc2nc3c(c(=O)n2-c2ccccc2OC)SCC3)cc1	0	.	-7	11	-1	.	-26	-4
CCOc1ccc(-n2c(N)c(C(=O)N3CCN(C)CC3)sc2=S)cc1	.	7	0	16	-2	2	-17	4
CCCC#Cc1cnc2c(c1)C(=O)N([C@@H](C)CO)C[C@@H](C)[C@H](CN(C)Cc1ccccc1F)O2	.	-5	-6	9	.	35[16.7 µM]	2	.
O=C(CN1CCOCC1)N[C@H]1CC[C@@H](CCn2cc(C3CCCC3)nn2)O[C@@H]1CO	.	0	-1	.	1	.	-1	3
COCC(=O)N(C)C[C@H]1N[C@@](C)(C(=O)OC)[C@H]2C(=O)N(C)C(=O)[C@@H]12	-1	.	-1	2	12	.	4	0
Cc1noc(C)c1NC(=O)N(C)C[C@@H]1OCCCC[C@@H](C)Oc2ccc(NC(=O)Nc3ccc(C(F)(F)F)cc3)cc2C(=O)N([C@H](C)CO)C[C@H]1C	-2	-10	12	30	-3	5[16.7 µM]	18	-14
CCN(Cc1cc(=O)[nH]c2ccccc12)C(=O)c1ccc(C)cc1	1	0	10	25	3	-6	11	7
CC(C)c1ccc(S(=O)(=O)/N=C2\C=C(NS(=O)(=O)c3ccccc3)C(=O)c3ccccc32)cc1	-1	.	.	11	22	57	26	8
Cc1ccc(S(=O)(=O)Nc2ccc3c(c2)C(=O)N([C@H](C)CO)C[C@H](C)[C@@H](CN(C)C(=O)Nc2cccc4ccccc24)O3)cc1	0	3	-14	-8	1	5[16.7 µM]	4	.
C[C@@H]1CN([C@H](C)CO)C(=O)c2c(c3ccccc3n2C)-c2ccccc2CO[C@@H]1CN(C)C(=O)C1CC1	-2	-13	-4	13	-1	.	-8	6
Cc1ccc(SCCC(=O)Nc2ccccc2C(=O)NC2CCCCC2)cc1	.	.	-4	17	-3	.	-2	3
NC(=O)Cc1ccc(C(=O)c2ccc(Cl)cc2)s1	0	4	-33	-58	5	-5	-13	-1
O=C(Nc1ccccc1Oc1cccnc1)C1CCCN(Cc2ccccc2O)C1 (configuration not stated)	0	-21	.	15	-4	1	15	16
COc1ccccc1C#Cc1ccc2c(c1)O[C@@H](CN(C)C)[C@@H](C)CN([C@@H](C)CO)S2(=O)=O	-1	-37	2	.	48*	.	-15	18
COc1cc(C(=O)N2CCN(c3cccc(C)c3C)CC2)ccc1OCC(=O)N1CCOCC1	-1	8	5	0	-106	-8	0	.

Profiles, quoted from the list. Order of screens: Cneo AK release	PGC1a acetyl inh	EWS-Fli inh	PAX8 reporter	CASP6 VEID inh	miR122 inh	LGR2 inh	FN deposit inh
`COc1cccc(CNC(=O)C[C@H]2CC[C@@H](NC(C)=O)[C@H](CO)O2)c1` is entered as 55	-19	-12	8	-4	0[16.7 µM]	5	-11
`COc1ccc(-c2ccc([C@H]3[C@@H](CO)N4C(=O)CN(Cc5ccccc5)C[C@@H]34)cc2)cc1` is entered as .	-4	1	-17	4	.	-14	-7

High-throughput results as filed in PubChem.
